From PubChem BioAssay
STK33 kinase inh: human STK33 kinase inhibition | purified STK33, MBP phosphorylation, ADP-Glo luminescence | inhibition, % at 10 µM | hit rate 0.073% among 320,000;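 active = inhibition at or above 25%, using the most active replicate where run in duplicate; inactive = inhibition below 25%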
Target sequence (Q9BYT3 whole entry, looked up): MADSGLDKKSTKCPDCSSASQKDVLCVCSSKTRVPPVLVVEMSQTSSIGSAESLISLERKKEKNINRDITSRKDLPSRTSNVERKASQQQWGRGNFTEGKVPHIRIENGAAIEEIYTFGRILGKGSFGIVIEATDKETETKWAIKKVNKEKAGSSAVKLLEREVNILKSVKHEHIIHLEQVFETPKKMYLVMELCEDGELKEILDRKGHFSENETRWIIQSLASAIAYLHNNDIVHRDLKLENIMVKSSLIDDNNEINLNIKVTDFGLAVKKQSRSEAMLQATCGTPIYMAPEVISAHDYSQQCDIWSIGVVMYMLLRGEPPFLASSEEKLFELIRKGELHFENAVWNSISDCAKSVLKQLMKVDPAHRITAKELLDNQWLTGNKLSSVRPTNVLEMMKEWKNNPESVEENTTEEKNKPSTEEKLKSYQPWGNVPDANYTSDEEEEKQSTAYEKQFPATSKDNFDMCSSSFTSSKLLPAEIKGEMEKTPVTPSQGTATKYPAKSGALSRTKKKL
OX1R antag-1: human HCRTR1 antagonism; O43613; CHO/OX1R cells, Fluo-8 calcium fluorescence, orexin A; inhibition, % at 5 µM; hit rate 0.43% among 330,000; AID 434989;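 active = inhibition above its plate's threshold, mean inhibition of all tested compounds on the plate plus 3 SD, cut at about 37% in these data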;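 also: 0% = orexin A challenge wells and 100% = SB-334867-A antagonist wells; not every result past the cut was called active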
Target sequence (O43613 whole entry, looked up): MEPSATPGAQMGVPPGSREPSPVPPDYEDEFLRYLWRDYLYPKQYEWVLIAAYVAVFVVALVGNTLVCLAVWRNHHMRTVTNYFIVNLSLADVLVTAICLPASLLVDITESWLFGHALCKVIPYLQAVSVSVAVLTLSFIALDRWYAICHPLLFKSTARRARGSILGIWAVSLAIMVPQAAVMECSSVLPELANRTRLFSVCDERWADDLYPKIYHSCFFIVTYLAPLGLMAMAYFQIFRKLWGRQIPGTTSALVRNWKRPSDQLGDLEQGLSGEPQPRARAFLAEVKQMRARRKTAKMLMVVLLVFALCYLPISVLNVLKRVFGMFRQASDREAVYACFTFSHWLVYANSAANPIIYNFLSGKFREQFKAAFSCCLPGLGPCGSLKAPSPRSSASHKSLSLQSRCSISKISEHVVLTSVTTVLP
OX1R antag-2: antagonists of human orexin 1 receptor (OX1R). hit rate 1.8% among 330,000. OX1R-expressing cells, FRET antagonist read-out. AID 485270. O43613. inhibition, % at 6.6 µM; in the data active = inhibition mostly above about 38%, no sharp cut-off; inactive = mostly below about 40%;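 also: 0% = agonist challenge alone and 100% = reference antagonist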
An asterisk follows results filed as active; . = no result given.

SMILES	STK33 kinase inh	OX1R antag-1	OX1R antag-2
Nc1nc(NCc2ccco2)nc(N2CCCCCC2)c1[N+](=O)[O-]	.	-2.8	19.0
CCOC(=O)C1CCCN(C(=O)c2cc(-c3ccc(C)cc3)nc3ccccc23)C1 (configuration not stated)	3.4	-32.0	24.0
Cc1ccc(S(=O)(=O)Cn2nnnc2C(CC(C)C)N2CCN(c3ccc(F)cc3)CC2)cc1 (configuration not stated)	-0.7	-28.1	28.4
CCn1cc(C(=O)NCCCOC)c(=O)c2cc(S(=O)(=O)N3CCC(C)CC3)ccc21	1.1	-2.1	3.1
COC(=O)COc1ccc(S(=O)(=O)N2CCOCC2)cc1C	-2.6	-9.8	4.8
Cc1c(-c2ccccc2)oc2c(C(=O)OCC(=O)Nc3cccc(F)c3)cccc2c1=O	-0.2	-30.4	29.6
COc1ccccc1CNC(=O)c1cc2sccc2n1C	-1.1	-25.1	26.4
CC(C)CCn1c(NCCN(C)C)nc2c1c(=O)[nH]c(=O)n2C	-0.2	9.8	19.6
C=CCOc1ccc(/C=C2\C(=N)N3N=C(S(=O)(=O)CC)SC3=NC2=O)cc1OC	-1.1	-15.3	10.2
CN1CCC(=NNC(=O)C(=O)NC2CCCCC2)CC1	-1.9	-22.8	0.4
COc1ccc2nc(NC(=O)c3c(C)noc3C)sc2c1	3.0	22.1	4.2
CCOc1cc(/C=C2\C(=O)NN(c3ccccc3)C2=O)cc([N+](=O)[O-])c1O	4.8	-7.7	11.2
CC(=O)c1cccc(NC(=O)c2nccnc2C(=O)O)c1	0.8	5.4	4.6
CC(C(=O)Nc1ncc2c(n1)CC(C)(C)CC2=O)N1C(=O)c2ccccc2C1=O (configuration not stated)	-0.1	-32.4	2.9
CC1=C(C(=O)OCc2ccccc2)C(c2ccc(Cl)cc2)NC(=O)N1CCCCCC(=O)O (configuration not stated)	0.0	-35.3	12.3

The final seven entries of the part above are carried over, then new ones follow:
SMILES	STK33 kinase inh	OX1R antag-1	OX1R antag-2
C=CCOc1ccc(/C=C2\C(=N)N3N=C(S(=O)(=O)CC)SC3=NC2=O)cc1OC	-1.1	-15.3	10.2
CN1CCC(=NNC(=O)C(=O)NC2CCCCC2)CC1	-1.9	-22.8	0.4
COc1ccc2nc(NC(=O)c3c(C)noc3C)sc2c1	3.0	22.1	4.2
CCOc1cc(/C=C2\C(=O)NN(c3ccccc3)C2=O)cc([N+](=O)[O-])c1O	4.8	-7.7	11.2
CC(=O)c1cccc(NC(=O)c2nccnc2C(=O)O)c1	0.8	5.4	4.6
CC(C(=O)Nc1ncc2c(n1)CC(C)(C)CC2=O)N1C(=O)c2ccccc2C1=O (configuration not stated)	-0.1	-32.4	2.9
CC1=C(C(=O)OCc2ccccc2)C(c2ccc(Cl)cc2)NC(=O)N1CCCCCC(=O)O (configuration not stated)	0.0	-35.3	12.3
CCCNc1nc2c(c(=O)n(C)c(=O)n2C)n1CCc1ccccc1	-0.7	1.6	8.3
CCC/C=C(\CCC)C(NC(=O)CCc1ccccc1)c1ccc(C(F)(F)F)cc1 (configuration not stated)	-1.3	-49.2	38.4
CC(=NCCc1c(C)[nH]c2ccc(OC(F)(F)F)cc12)C1=C(O)CC(c2ccccc2)CC1=O (configuration not stated)	-0.6	-42.0	6.0
CCOc1cccc(-c2nnc(SCC(=O)Nc3cc(C)ccc3OC)n2N)c1	-1.7	-29.0	18.4
COc1ccc(/C=C2/SC(=O)N(NS(=O)(=O)c3ccccc3)C2=S)cc1OC	1.8	-4.6	42.8*
COc1ccc(C(=O)c2ccc(Cl)cc2Cl)cc1	-1.5	-24.6	17.7
Cc1c(Cl)cccc1NC(=S)N(CCCN1CCOCC1)Cc1ccco1	2.9	-35.2	0.6
O=C(N[C@H]1CCC(=O)N([C@H](CSc2ccc(Br)cc2)Cc2ccccc2)CC1)OCc1ccccc1	-0.3	7.9	26.4
Cc1nn(-c2cc(N3CCNCC3)ccc2[N+](=O)[O-])c(=O)c2ccccc12	0.2	-32.7	45.2
Cc1nc(/N=C(\N)NC(=O)c2ccccc2)nc2ccccc12	4.6	27.4	72.4*
Cc1cc(NC(=O)c2ccccc2)n(C(C)(C)C)n1	0.2	-3.2	18.0
C[C@H](O)[C@H](O)[C@H]1CNc2nc(N)[nH]c(=O)c2N1	-0.5	10.4	24.5
O=C(O)CCSc1nc2ccc(Br)cc2[nH]1	3.2	-12.5	35.2
O=C1C2CC=CCC2C(=O)N1c1ccc(OCC(O)Cn2nnc3ccccc32)cc1 (configuration not stated)	-1.5	-10.5	5.1
CN1CCN(C(=S)NC(=O)c2cccc([N+](=O)[O-])c2)CC1	-0.6	-3.6	34.1
CCN(c1ccccc1)S(=O)(=O)c1ccc(OC)c(OC)c1	-0.4	-8.6	15.2
COC(=O)[C@@H](NC(=O)c1cc(COc2cncc(Cl)c2)on1)c1ccccc1	0.2	-13.5	15.6
COc1ccc(-n2c(SCC(=O)N3CCOCC3)nnc2C(C)N2CCCCC2)cc1 (configuration not stated)	0.5	-36.6	1.9
CCc1ccc(C(=O)N/N=C/c2cccc3ccccc23)nc1	-0.3	-16.3	46.7
CCN(CC(=O)NCc1ccc(F)cc1)C(=O)CN1CCN(c2ccc(OC)cc2)CC1	0.6	-13.8	2.7
Cc1ccc(/C=N/NC(=O)CSc2nc3ccccc3n2Cc2ccccc2)o1	0.1	-28.8	21.9
COc1ccccc1CCNC(=O)CCCn1nc(C)c2c(C)n(-c3ccc(C)cc3)nc2c1=O	1.1	-31.7	13.4
Cc1nc(C(F)(F)F)c(C(=O)NC(=O)Nc2ccccc2)s1	0.1	13.2	11.8
O=C(COC(=O)CCC(=O)c1cccs1)NC1CCCCC1	.	-1.3	-0.4
O=C(Nc1ccc(N2CCOCC2)c(S(=O)(=O)Nc2ccc(Cl)cc2)c1)c1cnccn1	-2.2	0.5	12.0
CC/C(=N\NC(=O)OC)c1ccc(OC(F)F)cc1	1.7	-14.6	7.8
COc1ccc(C2CC(c3ccc(F)cc3)Nc3nc(N)nn32)cc1 (configuration not stated)	-0.2	-7.3	9.8
CCc1nnc(NC(=O)CN2CCN(c3nc(-c4ccccc4)cs3)CC2)s1	-1.6	-4.7	2.6
CC(O)c1ccc(OCCN(C)c2ccccn2)cc1 (configuration not stated)	-0.3	-4.6	15.9
CC(=O)Nc1ccc2nc(C)n(Cc3ccc(Cl)cc3)c(=O)c2c1	-0.4	-30.4	26.9
O=C(NCc1ccco1)c1ccc2c(c1)C(=O)N(Cc1ccccc1)C2=O	0.7	-12.7	17.6
Cc1ccc(C(=O)OCC(=O)Nc2cc(C(C)(C)C)nn2-c2ccccc2)c(O)c1	0.5	-25.3	15.3
C/C=C/C1=CC(=O)C[C@H](c2ccc3c(c2)OCO3)C1	-4.2	-2.4	4.5
Cc1ccc(OCC(=O)OC(C)C(=O)NC2CCCCC2C)cc1C (configuration not stated)	0.3	-6.5	6.0
Cn1c(SCC(=O)N2CCCCC2)nc2cccnc21	0.7	-8.3	27.1
COc1ccc(N2CCN(Cc3nc4sc(C)c(C)c4c(=O)[nH]3)CC2)cc1	0.1	-22.8	35.2
O=[N+]([O-])c1cn(Cc2ccccc2)cn1	0.4	-10.6	42.3
O=C(Nc1ccc(Cl)cn1)c1ccc(-c2cc(Cl)ccc2Cl)o1	0.4	-6.9	30.5
Cc1ccc(Nc2cc(C)nn2-c2nc(C)cc(C)n2)cc1	1.7	-41.2	26.1
Cc1cc(C)n(-c2ccn(Cc3ccc(Cl)cc3Cl)c(=O)n2)n1	-0.7	-20.6	9.6
O=c1oc2ccccc2nc1/C=C(\O)c1ccccc1	-1.1	-14.5	19.8
O=C(CC(Cc1ccccc1)C(=O)O)NCCc1ccc2c(c1)OCO2 (configuration not stated)	-1.1	-3.1	4.9
CCN(CC)C(=O)C1CCN(Cc2cn(C)nc2-c2ccc(Oc3ccccc3)cc2)CC1	-0.7	-23.3	5.5
COc1ccc(CCN(C)CCC(=O)Nc2cccc(C)c2)cc1OC	-3.5	-40.9	10.5
O=C(Nc1ccc([N+](=O)[O-])cc1)Nc1nc(-c2ccc(Cl)s2)cs1	-2.7	27.7	27.6
COc1ccc(NC(=O)CSc2ccc3nnc(-c4cccnc4)n3n2)cc1	-1.2	1.5	4.0
Cc1ccc(C(=O)Nc2ccc(C(=O)N3CCCCC3)cc2)cc1	-0.2	-23.0	11.1
CCc1noc(C)c1C(=O)N1CC(C)SC1=Nc1ccc(Cl)cc1 (configuration not stated)	0.1	6.1	10.5
COC(=O)C(C)Sc1ccc2nnc(CCNS(=O)(=O)c3ccccc3)n2n1 (configuration not stated)	0.1	-8.3	18.7
COc1ccc(-c2ccnc3ncnn23)cc1	0.3	-20.1	8.8
Cc1cccc(NC(=O)COC(=O)CCc2ccc(S(=O)(=O)N3CCOCC3)cc2)c1C	-2.7	-33.1	5.0
O=C1c2ccccc2NC(c2cc(Cl)cc(Cl)c2O)N1Cc1cccnc1 (configuration not stated)	-2.3	-8.2	-7.8
CCC1C(=O)n2nc(-c3ccccc3)cc2N=C1C (configuration not stated)	0.1	-13.9	24.1
O=C(Nc1cccc(Br)c1)c1cc(=O)c2ccccc2o1	-0.1	-6.8	6.8
CC1(OC(=O)CCc2ccccc2)C(=O)C=C2C=C(C3CC3)OC=C2C1=O (configuration not stated)	-0.3	-10.6	20.7
O=C(NCc1ccccn1)C(=O)Nc1ccccc1	-0.8	-7.8	11.2
CN(C)C(CNC(=O)c1cccc(S(=O)(=O)Nc2ccccc2Cl)c1)c1ccco1 (configuration not stated)	0.8	-14.3	9.6
O=[N+]([O-])c1ccc(S(=O)(=O)N2CCN(Cc3ccco3)CC2)cc1	0.6	-6.7	38.4
CC(/C=N/NC(=O)COc1ccccc1C)=N\NC(=O)COc1ccccc1C	-0.4	-4.9	18.8
CCOC(=O)Cn1nnnc1CN1CCN(c2ccc(OC)cc2)CC1	-0.4	-16.5	14.9

OX1R antag-2: entries above that show a hit
SMILES	STK33 kinase inh	OX1R antag-1	OX1R antag-2
COc1ccc(/C=C2/SC(=O)N(NS(=O)(=O)c3ccccc3)C2=S)cc1OC	1.8	-4.6	42.8*
Cc1nc(/N=C(\N)NC(=O)c2ccccc2)nc2ccccc12	4.6	27.4	72.4*

Next part.
SMILES	STK33 kinase inh	OX1R antag-1	OX1R antag-2
Cc1ccccc1C(=O)OC(C)C(=O)NCc1ccc2c(c1)OCO2 (configuration not stated)	-0.3	-24.5	10.0
CN(CC(=O)O)S(=O)(=O)c1ccc2[nH]c(=O)c(=O)[nH]c2c1	-4.2	-11.5	-1.3
COc1ccc(CCNC(=O)COC(=O)c2cc(=O)c3ccccc3o2)cc1	1.1	0.1	-1.6
Cc1cc2cc(CCNC(=O)C3c4ccccc4Oc4ccccc43)c(=O)[nH]c2cc1C	0.1	-3.9	23.4
CC(=O)Nc1ccc(NC(=O)COC(=O)c2n[nH]c3ccccc23)cc1	0.2	2.5	8.3
CCN(CC)Cc1c(O)c(Cl)cc2c(C)c(C)c(=O)oc12	-0.8	-16.6	18.7
CCCc1cc(-c2n[nH]c(=S)n2Cc2ccccc2)cs1	1.6	-18.1	13.0
CCCCc1ccc(NC(=O)c2c(C)noc2C)cc1	0.0	-17.6	14.3
O=C1CCCc2c1[nH]c1ccc(CN3CCCCC3)cc21	2.8	-19.8	12.7
C1CCN(Cc2nnnn2CC2CCCO2)CC1 (configuration not stated)	-1.5	-17.9	15.2
CCCC(C(=O)NCc1ccccc1)N(C(=O)Cn1nnc(-c2cccs2)n1)c1ccc2c(c1)OCCO2 (configuration not stated)	-1.2	-16.6	7.0
O=C(CCOc1ccc(F)cc1)Nc1nccs1	0.1	-11.4	0.6
COc1ccc(C(=O)CSc2ccc3nnc(-c4cccnc4)n3n2)cc1	-2.1	-21.5	12.5
COc1cc2c(cc1NC(=S)Nc1ccccc1C)oc1ccccc12	-1.3	-17.2	16.0
COc1ccc(Cc2nnc(SCC(=O)N3CCCCC3)o2)cc1	0.0	-13.4	13.3
CCOc1ccccc1NC(=O)C1CCCN(S(=O)(=O)c2ccc(-n3cnnn3)cc2)C1 (configuration not stated)	-0.1	-4.5	42.7
Cc1c(Cl)cnc(NC(=O)COC(=O)C2CC3CCCC(C2)C3=O)c1Cl (configuration not stated)	1.5	-36.1	2.8
COC(=O)c1c(-c2ccc(OC)cc2)oc2ccc(-c3cc(OC)c(OC)c(OC)c3)cc12	-0.2	-18.3	5.3
CCOCCCn1c(=N)c(C(=O)NCc2ccc3c(c2)OCO3)cc2c(=O)n3cccc(C)c3nc21	0.6	-28.2	41.5*
CC(C)N1CCN(Cc2ccc(C#CC(C)(C)O)cc2)CC1CCO (configuration not stated)	-0.8	-2.2	4.3
COc1ccc(NC(=O)Nc2ccc3c(c2)C(=O)N([C@H](C)CO)C[C@H](C)[C@@H](CN(C)C(=O)Nc2ccc(C(F)(F)F)cc2)O3)cc1	1.4	-5.4	8.2
O=C(/C=C/c1ccc2c(c1)OCO2)NCCSCc1c(Cl)cccc1Cl	-0.2	-15.7	23.9
COc1ccc2nc(NC(=O)CN3CCN(C)CC3)sc2c1	2.1	-11.3	3.5
COC(=O)c1ccc(-c2cc(C(=O)O)c3cc4c(cc3n2)OCCO4)cc1	-0.4	-3.3	32.3
Cc1cc(NC(=O)c2cnn3cccnc23)no1	0.9	-1.3	7.1
c1ccc(Cn2nnc3c(N4CCCCCC4)ncnc32)cc1	-0.2	-39.7	10.1
CCCCNC(=O)c1ccc(NC(C)=O)c(Cl)c1	-0.1	-2.7	7.3

One compound at a time, as listed above:
`CCCCNC(=O)c1ccc(NC(C)=O)c(Cl)c1` is entered as STK33 kinase inh = -0.1; OX1R antag-1 = -2.7; OX1R antag-2 = 7.3
`COC(=O)c1ccc(-c2cc(C(=O)O)c3cc4c(cc3n2)OCCO4)cc1` is entered as STK33 kinase inh = -0.4; OX1R antag-1 = -3.3; OX1R antag-2 = 32.3
